# BLM inh: blocks DNA unwinding by human BLM helicase | P54132 | recombinant BLM DNA unwinding, fluorescence dequenching | Potency, µM (titrated, usually from 56.1 µM), without a hit: at the top dose activity change, negative = inhibition, most hits filed as inhibitors | 350,000 tested, 0.2% active | AID 2528;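 note: potency is the fitted concentration of half-maximal effect; plate controls were vehicle for no effect and no enzyme for full effect; nearly all actives have a fitted effect of over 35% in size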
# POLH inh: blocks human DNA polymerase eta activity. recombinant Pol eta, fluorescent DNA replication assay. Potency, µM (titrated, usually from 114 µM), without a hit: at the highest dose activity change, negative = inhibition, usual class: inhibitors. 390,000 tested, 1.2% active; note: potency is the fitted concentration of half-maximal effect; % is set by controls: 0 for no effect and ±100 for the full control effect
#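 Fluorescent replication assay: 50 nM final substrate added after a 15 min room-temperature compound preincubation with 10 nM enzyme. Signal taken at 0 min and again at 10 min.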
# GRP78 ERSR act: ER stress response induction in glioma; U87-MG GRP78 promoter luciferase reporter, 16 h; Potency, µM, without a hit: top-dose activation, hits mostly activators; 420,000 tested, 0.02% active; AID 602332; note: potency is the fitted concentration of half-maximal effect; series mostly up to about 76 µM; % of control where 0% means no effect; nearly all actives have a fitted effect of over 35% in size
#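 Stably transfected U87-MG glioma cells carrying a GRP78-based luciferase sensor; 16 h compound incubation. Luminescence end-point read 10 min after Bright-Glo addition at room temperature.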
# APE1 inh: APE1 (human) endonuclease inhibition; 350,000 tested, 0.35% active; P27695; recombinant APE1, TAMRA/BHQ-2 abasic DNA cleavage fluorescence; Potency, µM (highest dose often 65.8 µM), for the others: top-dose activity change, negative = inhibition, actives largely listed as inhibitors;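 note: potency is the fitted concentration of half-maximal effect; plate controls were vehicle for no effect and reference inhibitor for full effect; nearly all actives have a fitted effect of over 55% in size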
# Target sequence (P27695 whole entry, looked up): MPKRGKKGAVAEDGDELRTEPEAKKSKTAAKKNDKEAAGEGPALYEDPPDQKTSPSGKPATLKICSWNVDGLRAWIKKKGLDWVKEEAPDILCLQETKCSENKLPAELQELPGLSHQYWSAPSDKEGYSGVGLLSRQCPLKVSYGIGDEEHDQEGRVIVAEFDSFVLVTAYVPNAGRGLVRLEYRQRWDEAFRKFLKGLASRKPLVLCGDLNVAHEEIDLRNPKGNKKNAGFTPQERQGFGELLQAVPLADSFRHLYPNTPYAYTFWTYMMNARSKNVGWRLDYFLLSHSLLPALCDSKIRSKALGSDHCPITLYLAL
#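 Measures dequenching upon AP-site incision of a 5'-TAMRA/3'-BHQ-2 THF-containing duplex, 50 nM; human APE1 0.75 nM after 15 min room-temperature exposure to compound; kinetic three-point read at one-minute spacing.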
# LDHA inh: inhibitors of human lactate dehydrogenase A; activity change, % (values are at about 110 or 230 µM); 480,000 tested, 0.15% active; purified LDHA, NADH/diaphorase-resazurin fluorescence; active compounds read low; P00338; in the data active = activity change below about -30%; inconclusive = mostly about -25% to -30%;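 note: plate controls were DMSO wells for no effect and wells without enzyme for full effect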
#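 Remaining NADH was detected by diaphorase (0.133 mg/mL) converting 37 µM resazurin to fluorescent resorufin, read at 0 and 20 minutes. The preceding 5-minute room-temperature reaction used 2 nM LDHA, 0.2 mM sodium pyruvate and 0.06 mM NADH at pH 7.4.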
# Pol kappa inh: inhibitors of human DNA polymerase kappa; Potency, µM (doses to about 107 µM), inactives show at the highest dose activity, negative = inhibition, hits mostly inhibitors; purified Pol kappa, fluorescent DNA synthesis assay, 10 min; 400,000 tested, 0.53% active; Q9UBT6; note: potency is the fitted concentration of half-maximal effect; % is set by controls: 0 for no effect and ±100 for the full control effect
#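 Fluorescent qHTS in 1536-well format: enzyme (10 nM) and compound sat 15 min at room temperature before 50 nM substrate (final) was added. Signal taken at 0 and 10 min; no-enzyme buffer wells were negative controls.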
# Pol iota inh: DNA polymerase iota (human) inhibition. AID 588590. Pol iota fluorescent replication assay, 10 min. 390,000 tested, 1% active. Potency, µM (titrated, usually from 115 µM), inactives show at the highest dose activity, negative = inhibition, actives largely listed as inhibitors. Q9UNA4; note: potency is the fitted concentration of half-maximal effect
#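 Fluorescent replication assay read twice, at 0 min and 10 min after adding 50 nM (final) substrate. Enzyme (10 nM) and compounds were first incubated 15 min at room temperature; enzyme-free buffer wells were negative controls.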
# Pol beta inh: blocks human DNA polymerase beta activity; P06746; Pol beta primer extension/strand displacement, fluorescence kinetic; 340,000 tested, 1.3% active; Potency, µM (highest dose often 114 µM), for the others: top-dose activity change, negative = inhibition, hits mostly inhibitors; note: potency is the fitted concentration of half-maximal effect; % is set by controls: 0 for no effect and ±100 for the full control effect
#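 10 nM enzyme + cpd, 15 min RT; start with substrate 50 nM final; read 0 min and after 10 min RT. Corrected, normalized data; 4-parameter Hill curve fit.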
# Apoferritin bind: candidate novel general anesthetic via apoferritin binding | Potency, µM (doses to about 77.5 µM), without a hit: top-dose activity change, negative = displacement, actives largely listed as inhibitors | 350,000 tested, 0.074% active | apoferritin/1-aminoanthracene competitive binding, fluorescence | P02791 | AID 485281; note: potency is the fitted concentration of half-maximal effect; % is set by controls: 0 for no effect and ±100 for the full control effect; nearly all actives have a fitted effect of over 20% in size
# Target sequence (P02791 2-175 limits assumed): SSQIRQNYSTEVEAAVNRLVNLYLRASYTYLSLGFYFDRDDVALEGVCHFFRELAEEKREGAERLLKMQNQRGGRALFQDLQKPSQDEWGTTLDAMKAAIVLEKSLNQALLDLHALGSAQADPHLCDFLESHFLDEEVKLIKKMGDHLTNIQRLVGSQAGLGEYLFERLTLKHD
#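 In PBS, apoferritin at 10 uM is loaded with 1-AMA from a 50% saturated solution. After 10 min of compound exposure at ambient temperature, reduced 535 nm fluorescence indicates probe displacement.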
# The depositor's hits bear a star; ? = inconclusive; · = no result given; & = joins results of further samples; [ ] = remark or other dose. Unless noted, calls come from the whole dose curve; as a rule, active = well fitted curve in the direction sought with a large enough effect; inconclusive = small, poorly fitted or top-dose-only effect, or another doubt; inactive = no such curve, though single readings can be large; an effect the other way counts as inactive or inconclusive.
SMILES,BLM inh,POLH inh,GRP78 ERSR act,APE1 inh,LDHA inh,Pol kappa inh,Pol iota inh,Pol beta inh,Apoferritin bind
CC(C)CCNC(=O)c1ccc(Cn2c(SCC(N)=O)nc3ccccc3c2=O)cc1,-1%,-12%,-5%,·,1,2%[60.1 µM],29%,-5%,3%
Cc1ccc(-c2ccc(/C=C3\C(=O)ON=C3c3ccccc3)o2)c([N+](=O)[O-])c1,-11%,28µM*,-1%,1%,-15,-36%,32µM*,29%,-15%
FC(F)C(F)(F)Oc1cccc(-c2n[nH]c(=S)n2Cc2ccccc2)c1,·,-7%,-2%,5%,-6,-2%,0%,·,·
COc1ccc(SC[C@H](Cc2ccccc2)N2CC[C@@H](NC(=O)OCc3ccccc3)CCC2=O)cc1,·,-27%,-2%&-4%,-9%,1,-8%&-10%,18%&-3%,·,·
COc1ccc(CSc2nnnn2C)cc1F,-12%,-8%,-6%,0%,-5,4%,10%,-2%,-14%
O=C(O)Cc1cc(I)c(Oc2ccc(O)c(I)c2)c(I)c1,-8%,·,-4%,1%,·,0%[12 µM],·,?,7%
COCCCNS(=O)(=O)c1ccc(Oc2ncc(C(F)(F)F)cc2Cl)cc1,-2%,-7%,-4%,3%,1,-5%,10%,-25%,-5%
Cc1nn(C)c(Oc2ccc(Cl)cc2)c1C(=O)Nc1ccc(F)cc1F,-2%,-1%,-2%,3%,-5,-7%,34%[activator],27%,-14%
CCc1nnc(NC(=O)c2cc(S(=O)(=O)N(C)c3ccc(OC)cc3)ccc2Cl)s1,-3%,-19%,-2%,-5%,0,-15%,23%,93%,?
CC1CCCC(NC(=O)COC(=O)CCSc2ccccc2)C1C (stereo not given),-2%,-18%,-1%,-2%,1,-2%,43%[activator],19%,?
CCN(CC)S(=O)(=O)c1ccc2c(c1)c(=O)c(C(=O)N1CCN(c3cc(C)ccc3C)CC1)cn2C,-7%,-8%,-5%,·,-2,5%,-6%,35%,-6%
COc1ccc(NS(=O)(=O)c2ccc3c(c2)N(C(C)=O)CCO3)c(OC)c1,0%,-7%,-2%,12%,0,-10%,-4%,39%,-8%
CCCCN(CCCNC(=O)C1CCN(S(=O)(=O)N2CCOCC2)CC1)Cc1ccccc1,3%,-2%,-8%,?,-1,-6%,15%,5%,-11%
Cc1noc(C)c1C(=O)Nc1ccc(F)c(F)c1,-4%,-7%,-3%,28%,-7,-8%,17%,36%,-11%
CCOc1c2ccc(C(=O)N[C@H](C)C3CCCCC3)cc2nn1CCOC,1%,-7%,-5%,-1%,-5,-8%,21%,12%,0%
COc1ccc(/C=C(\NC(=O)c2ccc(C)cc2)C(=O)NCCN2CCOCC2)cc1,1%,-8%,-4%,2%[12.4 µM],-13,-4%,47%[activator],7%,-13%
COC(=O)c1[nH]c2c(c1C)C(=O)CC(c1ccc(OC)cc1)C2 (stereo not given),-2%,-2%,-5%,17%,-5,-5%,6%,4%,-1%
CCc1nnc(NC(=O)CSc2nc(C)nc3c2c(=O)n(C)c(=O)n3C)s1,-1%,-6%,-4%,19%,-1,2%,18%,-3%,-7%
O=C1CN(C(=O)/C=C/c2ccco2)c2ccccc2N1,-9%,?,0%,?,-3,-14%,?,?,-7%
CC(NC(=O)CN(C)CC(=O)Nc1cccc(F)c1)c1ccccc1 (stereo not given),·,-9%,-1%,-2%,-1,-6%,21%,·,·
CC(CN1CCCCC1)OC(=O)Cc1ccc(Cl)cc1 (stereo not given),0%,0%,-1%,14%,-1,-10%,9%,13%,-8%
Cc1csc(=NC(=O)c2ccccc2)n1CCO,-2%,-9%,-2%,-4%,-3,1%,5%,9%,-4%
CC1=C([N+](=O)[O-])C(c2ccc(Cl)cc2)NC(=O)N1 (stereo not given),-6%,-17%,0%,28%,2,1%,155%[activator],3%,-16%
COc1cc(NC(=S)NC(=O)c2cc(C)cc(C)c2)ccc1NC(=O)c1cccs1,-2%,1%,-6%,0%,-3,-13%,-4%,18%,4%
Cc1cccn2c(=O)c(C(=O)NCc3ccc(F)cc3)c(O)nc12,-5%,-7%,-4%,·,5,15%,-29%,26%,1%
CC(=O)Oc1ccc(C(=O)Nc2ccccc2C(=O)Nc2ccc(C(=O)O)cc2)cc1,-2%,-16%,-1%,-6%,-2,-9%,10%,4%,-10%

# With a hit mark in Pol iota inh, of those listed so far:
canonical_smiles	BLM inh	POLH inh	GRP78 ERSR act	APE1 inh	LDHA inh	Pol kappa inh	Pol iota inh	Apoferritin bind
Cc1ccc(-c2ccc(/C=C3\C(=O)ON=C3c3ccccc3)o2)c([N+](=O)[O-])c1	-11%	28µM*	-1%	1%	-15	-36%	32µM*	-15%

# One compound at a time (already shown). Order of values: BLM inh	POLH inh	GRP78 ERSR act	APE1 inh	LDHA inh	Pol kappa inh	Pol iota inh	Pol beta inh	Apoferritin bind
# Shown for COc1ccc(SC[C@H](Cc2ccccc2)N2CC[C@@H](NC(=O)OCc3ccccc3)CCC2=O)cc1 = ·	-27%	-2%&-4%	-9%	1	-8%&-10%	18%&-3%	·	·
# Shown for FC(F)C(F)(F)Oc1cccc(-c2n[nH]c(=S)n2Cc2ccccc2)c1 = ·	-7%	-2%	5%	-6	-2%	0%	·	·
# Shown for CC1CCCC(NC(=O)COC(=O)CCSc2ccccc2)C1C (stereo not given) = -2%	-18%	-1%	-2%	1	-2%	43%[activator]	19%	?

# Shown with bars between the fields: entries from further up
molecule | BLM inh | POLH inh | GRP78 ERSR act | APE1 inh | LDHA inh | Pol kappa inh | Pol iota inh | Pol beta inh | Apoferritin bind
Cc1nn(C)c(Oc2ccc(Cl)cc2)c1C(=O)Nc1ccc(F)cc1F | -2% | -1% | -2% | 3% | -5 | -7% | 34%[activator] | 27% | -14%
CCc1nnc(NC(=O)c2cc(S(=O)(=O)N(C)c3ccc(OC)cc3)ccc2Cl)s1 | -3% | -19% | -2% | -5% | 0 | -15% | 23% | 93% | ?
CC1CCCC(NC(=O)COC(=O)CCSc2ccccc2)C1C (stereo not given) | -2% | -18% | -1% | -2% | 1 | -2% | 43%[activator] | 19% | ?
CCN(CC)S(=O)(=O)c1ccc2c(c1)c(=O)c(C(=O)N1CCN(c3cc(C)ccc3C)CC1)cn2C | -7% | -8% | -5% | · | -2 | 5% | -6% | 35% | -6%
COc1ccc(NS(=O)(=O)c2ccc3c(c2)N(C(C)=O)CCO3)c(OC)c1 | 0% | -7% | -2% | 12% | 0 | -10% | -4% | 39% | -8%

# Some of the compounds tested; count on the stated rates, not on these rows.
